# Compound activity deposited in PubChem BioAssay by National Center for Advancing Translational Sciences (NCATS).
# AID inhibitor = activation induced cytidine deaminase inhibition; Q9GZX7; AID deamination FRET fluorescence, UDG-coupled, 4 h; Potency, µM (doses to about 115 µM), inactives show at the highest dose activity change, negative = inhibition, most hits filed as inhibitors; 91,000 tested, 0.32% active; AID 1347428; also: nearly all actives have a fitted effect of over 25% in size
# Target sequence (Q9GZX7 whole entry, looked up): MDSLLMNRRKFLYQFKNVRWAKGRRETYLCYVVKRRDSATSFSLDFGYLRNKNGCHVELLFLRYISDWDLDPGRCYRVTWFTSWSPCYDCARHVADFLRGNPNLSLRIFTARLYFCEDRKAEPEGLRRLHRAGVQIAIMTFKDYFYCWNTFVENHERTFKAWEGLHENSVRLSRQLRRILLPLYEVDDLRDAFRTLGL
# UDG counterscr = blocks uracil-DNA glycosylase in AID counter-screen; 91,000 tested, 0.14% active; AID 1347430; Potency, µM (series often up to 115 µM), without a hit: at the top dose activity change, negative = inhibition, hits mostly inhibitors; FRET deamination/UDG coupled assay, UDG read, 4 h; also: nearly all actives have a fitted effect of over 65% in size
# Starred values were filed as active, the others as inactive; u = inconclusive; & = joins results of further samples; [ ] = remark or other dose. Calls follow the shape of the dose curve; as a rule, active = well fitted curve in the direction sought with a large enough effect; inconclusive = small, poorly fitted or top-dose-only effect, or another doubt; inactive = no such curve, though single readings can be large; an effect the other way counts as inactive or inconclusive. % is scaled to controls: 0 for no effect and ±100 for the full control effect; potency is read from the fitted curve at half-maximal effect.
SMILES,AID inhibitor,UDG counterscr
Cc1ccc(CCNC(=O)c2cc3ccccn3n2)cc1,-6%,12%
O=C1NC(=O)/C(=C/c2ccc3nccnc3c2)S1,2%,4%
COc1ccccc1-n1cc(C(=O)c2cc(C)ccc2O)cc(C#N)c1=O,0%,0%
CCOc1ccc(C(=O)c2cn(CC(=O)Nc3ccc(C)c(Cl)c3)c3ccc(OCC)cc3c2=O)cc1,0%,-3%
CCOc1ccc(C(=O)NC23CC4CC(CC(C4)C2)C3)cc1,-4%,-1%
Cc1ccc(-c2nn(C)c(=O)c3c2CCCC3)cc1S(=O)(=O)N1CCCCC1,-16%,-3%
COc1ccc(N2CC(NC(=O)c3ccco3)CC2=O)cc1 (stereo not drawn),-5%&7%,16%&-10%
COc1cccc(N2CCN(C(=O)c3cnn(-c4ccc(C)cc4C)c3C3CCN(C(=O)OC(C)(C)C)CC3)CC2)c1,u,-21%
COC(=O)c1ccc(NS(=O)(=O)c2ccc(-n3cccn3)cc2)cc1,3%,0%
N#CC1(C(=O)Nc2cccc(Br)c2)CCCC1,-1%,5%
O=C(CSc1cn(CC(=O)N2CCCCC2)c2ccccc12)NCc1ccccc1,33%[activator],-7%
CCCNC(=S)Nc1cccc(C)c1,3%,7%
COc1ccc(C(=O)N[C@H]2C[C@@H]3CC[C@H]2C3)cc1,-5%,-3%
CC1=CC(C)C2(CO)COC(c3ccccc3)C1C2C (stereo not drawn),-5%,6%
Cc1cccc2c(C(=O)O)cc(-c3ccc(-c4ccccc4)cc3)nc12,-24%,2%
COc1cccc(-c2nc(SCC(=O)Nc3ccc4c(c3)OCO4)c(-c3ccccc3)[nH]2)c1,7%,1%
O=C(NC(NC(=O)c1ccccc1F)c1ccc(Br)cc1)c1ccccc1F,-2%,1%
COc1ccc(CNC(=O)c2nn(C)c3c2CS(=O)(=O)c2ccccc2-3)cc1,-13%,-1%
COc1ccccc1C1C2=C(CC(C)(C)CC2=O)Nc2n[nH]c(-c3ccccc3)c21 (stereo not drawn),-7%,-4%
CC(C)N(Cc1ccccc1)C(=O)CN1C(=O)COc2ccc(S(=O)(=O)NC3CCCC3)cc21,-12%,-9%[57.5 µM]
Cc1oc(-c2ccccc2)nc1C(=O)OCC(=O)NCc1ccc(Cl)cc1,13%,12%
O=C(CC1C(=O)N(c2ccccc2)C(=O)N1CCc1cccs1)Nc1ccc(F)cc1 (stereo not drawn),-5%,-5%
CC(=O)Nc1ccc(Sc2ncccn2)cc1,7%,7%
COC(=O)c1ccccc1NC(=O)Cn1nc(C(F)(F)F)c2c1CCCC2,u,-9%
CC(C)(C)c1ccc(S(=O)(=O)NCCO)cc1,-2%,4%

# Shown as tab-separated lines: part of the list above.
canonical_smiles	AID inhibitor	UDG counterscr
O=C(NC(NC(=O)c1ccccc1F)c1ccc(Br)cc1)c1ccccc1F	-2%	1%
COc1ccc(CNC(=O)c2nn(C)c3c2CS(=O)(=O)c2ccccc2-3)cc1	-13%	-1%

# Shown bar-delimited: 7 of the compounds above.
compound | AID inhibitor | UDG counterscr
O=C(NC(NC(=O)c1ccccc1F)c1ccc(Br)cc1)c1ccccc1F | -2% | 1%
COc1cccc(N2CCN(C(=O)c3cnn(-c4ccc(C)cc4C)c3C3CCN(C(=O)OC(C)(C)C)CC3)CC2)c1 | u | -21%
O=C(CC1C(=O)N(c2ccccc2)C(=O)N1CCc1cccs1)Nc1ccc(F)cc1 (stereo not drawn) | -5% | -5%
N#CC1(C(=O)Nc2cccc(Br)c2)CCCC1 | -1% | 5%
CC(C)(C)c1ccc(S(=O)(=O)NCCO)cc1 | -2% | 4%
COC(=O)c1ccccc1NC(=O)Cn1nc(C(F)(F)F)c2c1CCCC2 | u | -9%
CC(=O)Nc1ccc(Sc2ncccn2)cc1 | 7% | 7%

# The list goes on:
SMILES,AID inhibitor,UDG counterscr
CC(C)NC(=O)c1sc2ncccc2c1-n1cccc1,u,32%[activator]
O=C(c1cc(-c2ccccc2)nc2ccccc12)N(Cc1ccco1)C1CC1,-18%,-13%
N#C/C(=C\c1ccc(-c2ccccc2)o1)c1nc2ccccc2[nH]1,11%,-3%
CCN1CCC(N(C(=O)c2cc3ccccc3n2C)C2CC2)CC1,-1%,6%
Cc1ccc(C(=O)Nc2ccc3c(c2)CCC3)s1,-22%,-16%
CS(=O)(=O)N(CC(=O)Nc1ccc2c(c1)OCO2)c1cccc(Cl)c1Cl,18%,0%
COc1ccc(C(C)=O)cc1COc1ccccc1C#N,0%,-1%
Cc1cccc(CCNC(=O)C2CCN(c3nc4ccccc4nc3C(F)(F)F)CC2)c1,6%,-5%
O=c1[nH]c(Nc2ccccc2Cl)nc2nccc(-c3ccco3)c12,2%,9%
CC(C)(C)c1ccc(OCCOCCn2c(-c3ccc(Cl)cc3)nc3ccccc3c2=O)cc1,2%,-4%
O=S(=O)(NC1=NCCC1)c1cccc(NS(=O)(=O)c2cccc(Br)c2)c1,-2%,-5%
CC(=O)NNC(=S)Nc1cc(Cl)ccc1Cl,15%,-4%
O=C(CCc1nc2ccccc2c(=O)[nH]1)Nc1cccc(O)c1,5%,-4%
N#Cc1ccc(Oc2ccc(Cl)c(Oc3ccc(C#N)c(C#N)c3)c2)cc1C#N,-1%,-12%
CC1CCN(S(=O)(=O)c2ccc3c(c2)N(CC(=O)N2CCN(c4ccc(Cl)cc4)CC2)C(=O)CO3)CC1,-24%,5%
O=C1C/C(=C/c2c[nH]c3ccccc23)C(=O)N1c1ccccc1,4%,-5%
Cc1ccccc1C(=O)Nc1nnc(S(=O)(=O)N2CCCCCC2)s1,3%,-7%
CCOc1ccc(-c2cc(C(=O)N3CCN(c4cccc(C)c4)C(C)C3)c3ccccc3n2)cc1 (stereo not drawn),u,-25%
Cc1ccc(OCCCCn2nnc3sc4c(c3c2=O)CCC(C)C4)cc1 (stereo not drawn),-1%,-18%
O=C(CSc1nc(=O)n(Cc2cccnc2)c2c1CCC2)N1CCCCCC1,-3%,-11%
CCCCNc1nc(-c2cc(C)n(NC(=O)c3n[nH]c(=O)c4ccccc34)c2C)cs1,92%[activator],32%[activator]
COc1ccccc1Nc1nc2nccc(-c3ccncc3)c2c(=O)[nH]1,u,-11%
Cc1ccc(N2CC(NC(=O)c3ccc(S(=O)(=O)N(C)C)cc3)CC2=O)cc1C (stereo not drawn),-29%,0%
CCCN1C(=O)c2[nH]nc(-c3ccccc3)c2C1c1cccc(O)c1 (stereo not drawn),-4%,2%
OCc1cccc(Nc2ncnc3ccccc23)c1,4%,0%
SMILES,AID inhibitor,UDG counterscr
CCOc1cc2[nH]c(=O)n(CCCC(=O)N3CCN(c4ccc(OC)cc4)CC3)c(=O)c2cc1OCC,-2%,-1%
Fc1ccccc1-c1nc(N2CCCCC2)c2ccccc2n1,-27%,0%
O=C(NCC(c1cccnc1)N1CCN(c2ccccc2F)CC1)c1ccc(F)cc1 (stereo not drawn),-7%,-7%
COc1ccc(-c2nc(CSCC(=O)NCCc3ccc(C)cc3)c(C)o2)cc1OC,u,-9%
COC(=O)c1ccc(-n2nnc(-c3nsc(NC(=O)c4ccc(Cl)cc4)n3)c2C)cc1,10%,-8%
CCOc1cccc(NC(=O)C2CC(=O)N(C)C(=Nc3ccc(OC)cc3)S2)c1 (stereo not drawn),29%,-2%
Cc1nn(CC(=O)N2CCN(c3ccccc3)CC2)c(=O)c2cc3sccc3n12,-4%,5%
CCCN(CCC)CCCNC(=O)c1cc2c(-c3ccc(Cl)cc3)nn(C)c2s1,u,-7%
CCN(CC(=O)Nc1ccc(NC(C)=O)cc1)Cc1nc2ccccc2o1,2%,-4%
Cc1nc(-n2nc(C)c(Cl)c2C)sc1C(=O)Nc1ccc(F)cc1,-3%,-14%
Nc1nccnc1C(=O)Nc1ccc(OCc2ccccc2)cc1,3%,-6%
CNCc1ccc(-c2ccccc2)o1,-18%,-8%
CCCCCCCC1CCC(c2ccc(C(=O)CCN(C)C)cc2)CC1 (stereo not drawn),6%,7%
COc1cccc(C(=O)Nc2oc3ccccc3c(=O)c2-c2ccccc2)c1,0%,-2%
Cn1c(=O)c2cc(C(=O)Nc3cccc(C#N)c3)sc2c2ccccc21,8%,2%
CC1CCCC[C@@]12CCc1cc3c4c(c(=O)oc3cc1O2)CCC4 (stereo partly drawn),-6%,-3%
c1c[nH]c(-c2ccn[nH]2)c1,19%,-3%
Cc1cc(C)c2c(=O)[nH]c(SCC(=O)N3CCCCC3)nc2n1,-11%,-8%
CC(C)OCCCn1c(SCC(=O)Nc2ccc(F)cc2)nc2c(sc3ccccc32)c1=O,7%,1%
O=C(NCCc1ccc(Cl)cc1)c1ccc2c(c1)N(Cc1ccc(F)cc1)C(=O)CS2,-12%,-8%
COc1ccc(Br)cc1CNC(=O)c1ccc(-n2c(C)cc3c2CCC(C)C3)cc1 (stereo not drawn),-6%,-8%
Cn1c(NCCN)nc2c1c(=O)n(Cc1ccccc1)c(=O)n2C,u,-8%
Cc1cc(C)n(-c2nc3ccccc3nc2N2CCN(C(=O)c3ccccc3)CC2)n1,-10%,12%
COCc1ccc(C(=O)NCc2ccc(C#N)cc2)cc1,2%,-1%
Cc1ccc(S(=O)(=O)[C@H]2CS(=O)(=O)C[C@@H]2NCCc2ccc(Cl)cc2)cc1,5%,-5%
SMILES,AID inhibitor,UDG counterscr
COc1ccc(C(=O)/C=C/c2ccc(OCC(=O)O)c(OC)c2)cc1F,-6%,-1%
CCOc1ccc(-n2cc(-c3ccccc3)c3c(NC4CCCCC4)ncnc32)cc1,6%,13%[57.5 µM]
Cc1ccc(-n2nc3c(=O)n(CC(=O)NCC(C)c4ccccc4)nc(C)c3c2C)cc1 (stereo not drawn),0%,18%
COc1ccc(CNC(=O)c2ccc3nc(C(C)C)oc3c2)cc1OC,26%,0%
Cc1ccc(Sc2ccc(N3CCCC(C(=O)Nc4ccc(F)cc4F)C3)nn2)cc1 (stereo not drawn),-4%,-7%
Cc1ccc2onc(CC(=O)N3CCN(c4cccc(C)c4C)CC3)c2c1,u,-10%
COc1ccccc1Nc1nc(-c2ccc(CNC(C)=O)cc2)cs1,-19%,-8%
CCOC(=O)c1cc2c(C)cc(C)cc2[nH]1,4%,2%
CC(=O)Nc1ccc(NC(=O)NC(C)c2cccc(Cl)c2)cc1 (stereo not drawn),6%,11%
CC(=O)NNC(N)=S,4%,1%
CCOC(=O)c1ccccc1NC(=O)CN1CCCN(Cc2cccc(Cl)c2)S1(=O)=O,0%,u
Cc1cccc(N2CCN(c3ncnc4onc(C)c34)CC2C)c1 (stereo not drawn),-10%,1%
CCOc1ccc(NC(=O)c2ccc(-c3nc(COc4ccccc4)c(C)o3)cc2)cc1,-2%,0%
CN(C(=O)c1cccc(OC(F)F)c1)C1CCCCC1,-3%,-4%
COC(=O)CC1Oc2ccc(Cl)cc2-n2cc(-c3ccccc3)nc21 (stereo not drawn),-2%,-6%
Cc1cccc2sc(N(CCN(C)C)C(=O)c3ccc4c(c3)OCCO4)nc12,6%,-6%
O=c1c(O)c(-c2cc(O)c(O)c(O)c2)oc2cc(O)cc(O)c12,-7%,-7%
N#Cc1nc(-c2ccccc2Cl)oc1NCc1ccccc1Cl,0%,-7%
CC(=O)NC(=S)NNC(=O)c1ccc(C(C)(C)C)cc1,-3%,2%
CCCCc1ccc(NC(=O)CSc2nc3ncccc3[nH]2)cc1,-1%,-3%
CCOC(=O)c1c(NC(=O)CCCOc2ccc(C(C)(C)C)cc2)sc2c1CCCC2,3%,u
CC1CCCN(C(=O)Cn2c(=O)oc3cc(S(=O)(=O)N4CCCCC4)ccc32)C1 (stereo not drawn),0%,21%
Cc1cc(C)n2c(Nc3c(C)cccc3C)c(-c3ccsc3)nc2n1,-6%,-7%
Cc1ccc(SCC(=O)c2ccc(Cl)cc2)cc1,-6%,-5%
CCOc1cccc(CC(=O)NCc2ccc3c(c2)CCN3C(=O)c2ccc(F)cc2)c1OCC,-6%,0%
SMILES,AID inhibitor,UDG counterscr
COc1ccc(NC(=O)Cc2cc(Cl)c3c(c2)OCCO3)cc1S(=O)(=O)N(C)C,-8%,2%
Cc1ccc(C)c(NC(=O)CN(C)S(=O)(=O)c2cccc3nsnc23)c1,1%,-3%
COc1cc2c(cc1OC)-c1nnc(C(F)(F)F)n1C(C)(C)C2,-6%,4%
COCCNC(=O)/C(C#N)=C\c1cccc(C(F)(F)F)c1,-9%,1%
Cc1ccc(CNC(=O)CCN2C(=O)COc3ccc(C)cc32)cc1,13%,9%
CC(C)NC(=O)C1CCC(Cn2c(=O)c3sccc3n(CC(=O)N3CCCC3)c2=O)CC1 (stereo not drawn),31%[activator],11%
Cc1ccc2c(c1)c(=O)c1ccccc1n2CCCC(=O)Nc1ccc(Cl)c(Cl)c1,-7%[57.5 µM],-3%[57.5 µM]
Cc1ccc(-c2cc(C(=O)NCC3CCCO3)c3ccccc3n2)c(C)c1 (stereo not drawn),-2%,3%
CN(C)S(=O)(=O)c1ccc(C(=O)NC2CC(=O)N(c3ccc4c(c3)OCCO4)C2)cc1 (stereo not drawn),9%,-1%
Cc1ccc(Sc2c(C(=O)NCc3cccc(F)c3)[nH]c3ccccc23)cc1,-2%,-6%
COC(=O)CC(NC(=O)c1ccc2c(c1)OCCO2)c1ccc(F)cc1 (stereo not drawn),0%,0%
COc1ccc(OC)c(/C=C2\Oc3cc(OS(C)(=O)=O)ccc3C2=O)c1,-3%,-2%
CC1(C)CCCC(C)(C#CCN(Cc2ccccc2)Cc2ccccc2)O1 (stereo not drawn),-4%,1%

# 4 entries drawn at random from the list so far, as already listed:
SMILES,AID inhibitor,UDG counterscr
CCOc1ccc(C(=O)NC23CC4CC(CC(C4)C2)C3)cc1,-4%,-1%
Nc1nccnc1C(=O)Nc1ccc(OCc2ccccc2)cc1,3%,-6%
O=c1[nH]c(Nc2ccccc2Cl)nc2nccc(-c3ccco3)c12,2%,9%
Cc1oc(-c2ccccc2)nc1C(=O)OCC(=O)NCc1ccc(Cl)cc1,13%,12%

# These rows are one share of the data; count on the stated rates, not on these rows.
